Screens as filed in PubChem.
Abeta rescue: A-beta toxicity reversal in yeast; yeast expressing A-beta42, growth rescue, OD600, 48 h; response scale: 0% DMSO, 100% iron-clioquinol control; Potency, µM (highest dose often 46.1 µM), for inactives: at the top dose growth rescue, usual class: activators; actives 0.063% (n = 410,000); also: potency is read from the fitted curve at half-maximal effect; nearly all actives have a fitted effect of over 55% in size
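Yeast A-beta toxicity model in growth medium with pinned compounds, 48 h at 30 C; growth read as absorbance at 600 nm. Normalized to FeCl3/clioquinol equimolar mix (positive) and DMSO (negative).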
Nrf2 inh: blocks Nrf2 signaling; A549 ARE-Fluc reporter, luciferase luminescence, 18-24 h; AID 504444; Potency, µM (highest dose often 46 µM), without a hit: at the highest dose activity change, negative = inhibition, hits mostly inhibitors; actives 2.1% (n = 360,000); also: potency is read from the fitted curve at half-maximal effect; % is scaled to controls: 0 for no effect and ±100 for the full control effect; nearly all actives have a fitted effect of over 60% in size
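In this cell-based qHTS, ARE-driven firefly luciferase in A549 cells reports Nrf2 activity; the luminescent signal after BugLite lysis is the measured value, with a prior CellTiter-Fluor read for cell health.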
HepG2 viability: HepG2 cytotoxicity, counter-screen for TGF-b inhibitors | HepG2 CAGA-GFP viability, ATP luminescence, 18 h | Potency, µM (top dose mostly 46.1 µM), for the others: at the top dose activity change, negative = cytotoxicity, usual class: cytotoxic | actives 0.76% (n = 410,000) | AID 588856; also: potency is read from the fitted curve at half-maximal effect; some results filed as inactive show a strong effect at the top dose
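HepG2 CAGA-GFP cells (1000/well, DMEM with 1% FBS) received compound, then TGF-beta at 500 pg/mL final, and were incubated 18 hours at 37 degrees C. Viability was read by CellTiter-Glo luminescence. Media-only wells were set as complete cell-killing and DMSO as no toxicity.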
Nrf2 ARE act: activates Nrf2 signaling | actives 0.31% (n = 410,000) | AID 624171 | AREc32 ARE-luciferase reporter (MCF7-derived line), luminescence, 24 h | Potency, µM (top dose mostly 46.1 µM), for the others: at the highest dose activation, hits mostly activators; also: potency is read from the fitted curve at half-maximal effect; % of control where 0% means no effect; nearly all actives have a fitted effect of over 65% in size
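Luciferase luminescence (Steady-Glo, 30 min at room temperature) served as the read-out of ARE activation in AREc32 cells treated with compounds for 24 hr at 37 deg C.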
TGFb inhibitor: TGF-b pathway inhibition | HepG2 CAGA-GFP TGF-b/SMAD3 reporter, GFP fluorescence, 18 h; TGF-beta stimulated, 500 pg/mL final | Potency, µM (highest dose often 46.1 µM), inactives show at the top dose activity, negative = inhibition, usual class: inhibitors | actives 1.2% (n = 410,000); also: potency is read from the fitted curve at half-maximal effect; % is scaled to controls: 0 for no effect and ±100 for the full control effect; nearly all actives have a fitted effect of over 65% in size
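TGF-beta reporter screen: HEPG2 CAGA-GFP, 1% FBS, 500 pg/mL TGF-beta final, 18 h; per-cell GFP summed per well; curves fitted and categorized by class.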
pAkt inh: Akt phosphorylation inhibition | Neuro2A IGF-stimulated pAkt S473 HTRF, 20 min; hits give low values | activity change, % for hits at 50 µM | actives 0.32% (n = 360,000); in the data active = activity change below about -80%; inconclusive = mostly about -51% to -80%; also: % is scaled to controls: 0 for no effect and ±100 for the full control effect
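Neuro2A cells (4,500/well, DMEM with 0.5% FBS) were treated with compound at a single 50 µM final concentration, stimulated with 6 nM IGF for 20 min at 37 °C, and lysed. Phospho-Akt Ser473 was read by HTRF as 665/615 ratio ×10^4.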
MmCpn inh: M. maripaludis TRiC chaperonin inhibition. purified Mm-Cpn ATPase, ADP Transcreener TR-FRET. Potency, µM (top dose mostly 76.9 µM), inactives show at the highest dose activity, negative = inhibition, usual class: inhibitors. actives 0.031% (n = 330,000); also: potency is read from the fitted curve at half-maximal effect; % is scaled to controls: 0 for no effect and ±100 for the full control effect; nearly all actives have a fitted effect of over 80% in size
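25 nM Mm-CPN + cpd, 10 min 37°C; + 10 uM ATP, 30 min 37°C; buffer 30 mM Tris pH 7.4, 100 mM KCl, 5 mM MgCl2, 1 mM DTT; Transcreener ADP HTRF detection 30 min RT.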
A549 tox: A549 cytotoxicity, counter-screen for Nrf2 inhibitors; A549 ARE-Fluc cells, CellTiter-Fluor viability, 18-24 h; Potency, µM (titrated, usually from 46 µM), without a hit: at the highest dose activity change, negative = cytotoxicity, actives largely listed as inhibitors; actives 0.16% (n = 390,000); AID 504648; also: potency is read from the fitted curve at half-maximal effect; % is scaled to controls: 0 for no effect and ±100 for the full control effect
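A549 ARE-Fluc cells in 5% FBS OPTI-MEM, 5000 cells/well, rested 2 h then exposed to compounds in concentration-response for 18-24 h at 37 °C. Viability by CellTiter-Fluor fluorescence (Ex 405/Em 525) after 30 min; luciferase luminescence (BugLite, 15 min, RT) read afterwards.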
CCT modulator: modulators of cytosolic chaperonin (CCT/TRiC) activity; actives 0.3% (n = 360,000); activity change, % (no concentration beside the values), hits read low; purified chaperonin ATPase assay, HTRF ADP detection, 30 min; in the data active = activity change below about -30%; also: % is scaled to controls: 0 for no effect and ±100 for the full control effect
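Nucleotide hydrolysis assay: TRiC at 20–40 nM final (set by batch activity) with 10 uM ATP, 30 min at 37 °C, in presence of 76 uM compound. Detection by competitive ADP HTRF, 30 min ambient.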
The depositor's hits bear a star; i = inactive; ? = inconclusive; nt = not tested or not shown; & = joins results of further samples. Unless noted, calls follow the shape of the dose curve; as a rule, active = well fitted curve in the direction sought with a large enough effect; inconclusive = small, poorly fitted or top-dose-only effect, or another doubt; inactive = no such curve, though single readings can be large; an effect the other way counts as inactive or inconclusive.

SMILES	Abeta rescue	Nrf2 inh	HepG2 viability	Nrf2 ARE act	TGFb inhibitor	pAkt inh	MmCpn inh	A549 tox	CCT modulator
Cc1ccc(/C=N/NC(=O)c2cc(-c3ccncc3)nc3ccccc23)o1	7%	?	3%	-0.5%	?	i	0%	-14%	-2.3
Cc1ccc(C(=O)Nc2cccnc2Oc2ccc(Cl)cc2)cc1	-13%	139%	3%	0.5%	-39%	i	?	2%	1.0
CCCC(=NCC(=O)O)C1=C(O)C(C(=O)OC)C(C)(C)CC1=O (stereo not given)	-26%	-16%	-2%	0.4%	4%	i	0%	0%	-2.2
O=C(CCNS(=O)(=O)c1ccc(Cl)cc1)NCCc1ccccc1	-3%	nt	-3%	-0.9%	-7%	i	nt	nt	0.5
CN=C(C)C1=C(O)C(C(=O)OC)C(C)(C)CC1=O (stereo not given)	12%	13%	8%	-0.6%	-22%	nt	0%	1%	-2.4
O=C(NCc1cccs1)c1cc(S(=O)(=O)N2CCCCC2)ccc1Cl	7%	0%	-23%	0.1%	-20%	i	-1%	-8%	-1.2
CCC(C)(C)NC(=O)c1cccc(NC(=O)C(C)C)c1	-3%	1%	9%	0.4%	-4%	i	-6%	1%	-1.1
O=C(CN1CCN(c2ccccc2)CC1)c1c[nH]c2ccccc12	-12%	-6%	-43%	0.6%	?	i	-1%	-7%	-5.3
CCn1nnnc1SCC(=O)Nc1nc(-c2cccs2)cs1	2%	-14%	-22%	?	-3%	i	-1%	-7%	0.3
Cc1ccccc1-c1cc2nc(NCCc3ccncc3)n(C)c(=O)c2s1	1%	nt	-24%	5.0%	-23%	i	nt	nt	-0.3
CCOc1ccc2nc(S(=O)(=O)NC(=O)C3(C)CCN3C(=O)CCc3cccs3)sc2c1 (stereo not given)	-6%	nt	6%	3.5%	4%	i	nt	nt	-0.4
CC(C)(C)C(=O)OCc1cn(-c2ccc(Cl)cc2)nn1	-22%	?	0%	-0.3%	-2%	i	-1%	-16%	-3.0

A different layout for 3 compounds above:
| compound | Abeta rescue | Nrf2 inh | HepG2 viability | Nrf2 ARE act | TGFb inhibitor | pAkt inh | MmCpn inh | A549 tox | CCT modulator |
| --- | --- | --- | --- | --- | --- | --- | --- | --- | --- |
| CCn1nnnc1SCC(=O)Nc1nc(-c2cccs2)cs1 | 2% | -14% | -22% | ? | -3% | i | -1% | -7% | 0.3 |
| Cc1ccccc1-c1cc2nc(NCCc3ccncc3)n(C)c(=O)c2s1 | 1% | nt | -24% | 5.0% | -23% | i | nt | nt | -0.3 |
| CCOc1ccc2nc(S(=O)(=O)NC(=O)C3(C)CCN3C(=O)CCc3cccs3)sc2c1 (stereo not given) | -6% | nt | 6% | 3.5% | 4% | i | nt | nt | -0.4 |

(cont.)
SMILES	Abeta rescue	Nrf2 inh	HepG2 viability	Nrf2 ARE act	TGFb inhibitor	pAkt inh	MmCpn inh	A549 tox	CCT modulator
CCOc1ccc(NC(=O)CSc2nnc(Cn3cnc([N+](=O)[O-])n3)n2C)cc1	-22%	1%	22%	0.4%	2%	i	0%	-5%	2.2
COc1ccccc1/C=N/OC(=O)c1ccc(C)cc1	13%	4%	2%	-0.4%	1%	i	5%	-2%	-7.0
Cc1cc(-c2ccc(C)c(S(=O)(=O)NCC3CCN(Cc4cccc(F)c4)CC3)c2)on1	12%	?	-26%	4.4%	?	i	2%	?	-2.8
O=C(CSc1nc(-c2cccc(F)c2)[nH]c1-c1ccccc1)Nc1ccc2c(c1)OCO2	20%	?	-32%	-1.6%	?	nt	nt	?	nt
CC1Oc2ccccc2N(CC(=O)N2CCCCCC2)C1=O (stereo not given)	3%	-1%	-8%	0.0%	18%	i	1%	-5%	0.5
COC(CN(C)S(=O)(=O)c1cc2c3c(c1)CCC(=O)N3CCC2)OC	-8%	-15%	7%	-0.6%	?	i	0%	-1%	-0.5
CC1C=CCC2C(=O)N(c3cc(Cl)ccc3O)C(=O)C12 (stereo not given)	?	9%	1%	-0.2%	11%	i	0%	5%	-0.4
CC(C)n1nc(C(=O)OCC(=O)N(C)C2CCS(=O)(=O)C2)c2ccccc2c1=O (stereo not given)	3%	22%	10%	-0.2%	-2%	i	0%	0%	-0.4
COc1ccccc1/C=C/C(=O)OCC(=O)NCc1ccco1	0%	0%	-6%	11%	-8%	i	1%	0%	-0.2
c1ccc(Oc2ccccn2)cc1	-6%	9%	1%	0.0%	-23%	i	nt	5%	-1.5
O=C(Nc1cnc2ccccn2c1=O)c1ccc(Cl)cc1	-27%	nt	16%	0.3%	4%	i	1%	-2%	-2.8
NC(Cc1c[nH]c2ccccc12)C(=O)NCc1ccco1 (stereo not given)	-7%	19%	0%	-0.5%	-6%	i	2%	2%	-2.9
N/C(=N\OC(=O)c1cccc2ccccc12)c1cccnc1	-11%	?	-16%	2µM*	-22%	i	-1%	-1%	-1.0
CCOC(=O)N1CCN(C(=O)c2ccc([N+](=O)[O-])cc2Cl)CC1	13%	6%	2%	-0.5%	9%	i	-4%	-1%	-0.4
CC(CCc1ccccc1)NC(=O)CN1CCN(c2ccc(O)cc2)CC1 (stereo not given)	18%	?	-2%	0.2%	0%	i	2%	6%	-2.5
Cc1ccc(C(=O)CSc2nc(-c3ccccc3)nc3c2CCCC3)cc1C	-1%	-3%	-1%	0.2%	-2%	nt	nt	0%	nt
O=C(Cc1c(F)cccc1Cl)Nc1ccc(S(=O)(=O)N2CCOCC2)cc1	7%	-4%	-3%	0.1%	-1%	i	1%	-3%	-2.5
Cc1cc(NC(=O)NC2(C(F)(F)F)Oc3ccc(Cl)cc3O2)no1 (stereo not given)	-3%	0%	-49%	16%	-6%	i	0%	-13%	-0.2
COc1ccccc1C(=O)NNC(=S)Nc1ccccc1	25%	-12%	-24%	11%	9%	i	-1%	4%	-1.2
Nc1c2nc(-c3ccccc3)[nH]c(=O)c2nc(=O)n1-c1ccccc1	2%	?	7%	0.6%	17%	i	-1%	-14%	0.4
COc1ccc(-c2nc3ccccc3n2Cc2ccc(Cl)cc2)cc1	2%	?	-117%	7.0%	16µM*	nt	nt	-10%	nt
CC/C(=N\n1nnnc1Nc1ccccc1)c1ccccc1	14%	?	2%	2.9%	0%	-113%*	-1%	20%	-1.3
Cn1nnc(-c2ccc(OCc3ccccc3F)cc2)n1	-4%	?	-28%	-0.8%	-15%	i	-1%	-2%	-1.7
COc1cccc(-c2cccc(NC(=O)C3CCN(CC4CCOC4)CC3)c2)c1 (stereo not given)	-4%	8%	-4%	-0.8%	-7%	i	-7%	-3%	-0.5
Cc1ccc(SCC(=O)c2c(C)nc3ccccn23)cc1	15%	-19%	-24%	0.2%	-21%	i	-5%	6%	-3.0
Cc1ccc(N2CCn3c2nc2c3c(=O)n(CCc3ccccc3)c(=O)n2C)cc1C	-10%	-16%	0%	0.7%	0%	nt	nt	5%	nt
O=C(Cc1cc(=O)[nH][nH]1)N/N=C/C(Cl)=C/c1ccccc1	-10%&11%	-5%&15%	-10%&10%	2.7%&4.0%	15%&-1%	i	1%&0%	-15%&-1%	-2.2&-3.5
Cc1cc(C)cc(N(CC(=O)NCCc2ccc(Cl)cc2)S(=O)(=O)c2c(C)noc2C)c1	5%	-3%	0%	0.1%	2%	nt	nt	9%	nt
COc1ccc(C(=O)C=Cc2ccc3c(c2)OCO3)cc1OC	-12%	nt	-23%	21%	6%	i	nt	nt	-0.5
COc1ccc(C(=O)Nc2ccc(-c3cc4ccccc4oc3=O)c(C)c2)cc1OC	-6%	13µM*	-12%	0.0%	0%	nt	nt	-9%	nt
O=C(Cc1ccccc1)N/N=C/c1ccc([N+](=O)[O-])s1	-6%	21µM*	-79%	-0.4%	?	i	-20%	?	-2.4
C[C@H](Cc1ccccc1)Nc1ncnc2c1ncn2[C@@H]1O[C@H](CO)[C@@H](O)[C@H]1O	-10%	-2%	3%	1.4%	10%	i	1%	1%	-1.1
C/C(=N\NC(=O)COc1ccccc1-c1ccccc1)c1cccnc1	-19%	?	2%	0.5%	?	i	1%	-7%	-0.2
O=[N+]([O-])c1ccc(-c2csc(N3CCc4ccccc4C3)n2)cc1	-23%	2%	8%	0.1%	5%	i	0%	1%	1.0
Cc1oc(-c2ccccc2F)nc1CS(=O)(=O)CC(=O)N1CCN(c2ccc(Cl)cc2)CC1	5%	5.8µM*	-41%	-0.4%	?	nt	nt	?	nt
O=c1c2ccccc2nnn1CSc1nnc(-c2ccco2)o1	-23%	7%	-22%	?	5%	i	0%	1%	0.8
Cc1coc2c(C)c3oc(=O)c4c(c3cc12)CCCC4	0%	7%	-19%	-0.8%	-2%	nt	0%	2%	-2.3
CCN1CCN(c2nc(-c3ccc(F)cc3)cc(=O)[nH]2)CC1	5%	3%	8%	0.1%	23%	i	-1%	0%	-15
CC1=C(C(=O)NCc2ccccc2)C(c2cc(Br)cc(Br)c2OC(C)C)NC(=O)N1 (stereo not given)	6%	?	-4%	-0.3%	-22%	i	-1%	-4%	0.5
COc1ccc(C2=NN(C(=O)C(O)c3ccccc3)C(O)(C(F)(F)F)C2)cc1 (stereo not given)	-17%	-34%	-15%	1.4%	-7%	i	2%	2%	-0.7
Cc1cc(C)cc(NC(=O)CSCc2cnn(-c3ccccc3)c2-n2cccc2)c1	-4%	?	-8%	3.2%	?	i	-1%	?	-12
COc1ccc(-c2cc3ccc(OC)cc3cn2)cc1	-7%	?	4%	9.7%	-26%	i	-5%	4%	1.2
CC(=O)N1CCc2cc(S(=O)(=O)C(C)CC(=O)Nc3ccc(OC(F)(F)F)cc3)ccc21 (stereo not given)	-3%	12µM*	-3%	-0.6%	-14%	i	-2%	-8%	-1.3
